ERp5 block = blocks human ERp5 reductase activity on insulin. ERp5 insulin aggregation, absorbance 650 nm, 90 min. 350,000 compounds, 0.05% hits. Q15084. inhibition, % at 9.99 µM;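 active means mean replicate inhibition above about 25%, with every replicate also reaching it, limit read from the data, passing the limit was not always enough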
Target sequence (Q15084 whole entry, looked up): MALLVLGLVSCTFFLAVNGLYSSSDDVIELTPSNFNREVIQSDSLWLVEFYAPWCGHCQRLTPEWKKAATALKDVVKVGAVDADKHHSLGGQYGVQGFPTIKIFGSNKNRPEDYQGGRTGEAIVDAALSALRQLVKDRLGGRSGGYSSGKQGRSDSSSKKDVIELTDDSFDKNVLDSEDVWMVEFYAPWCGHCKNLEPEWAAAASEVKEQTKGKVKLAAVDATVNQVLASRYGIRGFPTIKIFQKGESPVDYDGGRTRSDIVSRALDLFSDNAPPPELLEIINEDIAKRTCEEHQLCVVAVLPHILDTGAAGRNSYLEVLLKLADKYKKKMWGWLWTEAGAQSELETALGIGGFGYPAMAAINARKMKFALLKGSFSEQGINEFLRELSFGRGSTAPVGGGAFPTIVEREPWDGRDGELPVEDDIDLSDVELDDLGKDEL
DENV2 CPE rescue = DENV2-induced cell death inhibition | DENV2-infected cells, cytopathic effect rescue, plate reader | CPE inhibition, % at 9.99 µM | 350,000 compounds, 1.7% hits | AID 651640; in the data active means CPE inhibition above about 20%, passing the limit was not always enough; tested in BHK-21 cells;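 further: 0% = median of neutral control wells and 100% = median of positive control wells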
EWS-Fli block = blocks EWS/Fli oncoprotein-driven transcription. A673 NR0B1-luciferase reporter, viability-normalised. inhibition, % at 12.6 µM. 350,000 compounds, 0.67% hits;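 active means mean inhibition of at least 50% after viability correction, with every replicate also passing that limit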;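 further: firefly luciferase signal divided by Alamar Blue viability fluorescence both relative to DMSO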
PAX8 reporter = lowers PAX8-driven luciferase in RMG-I cells; RMG-I TPO-luciferase reporter, SteadyGlo, 24 h; inhibition, % at 12.6 µM; 360,000 compounds, 1.2% hits; AID 652154;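 active means mean replicate inhibition at least 60% with every replicate also reaching 60%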;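 further: luciferase light reporting Pax8 driven TPO promoter activity; plate controls were median of neutral control wells for no effect and mitoxantrone controls for full effect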
XiGFP reactiv = reactivates the inactive X chromosome in mouse fibroblasts; XiGFP mouse fibroblasts, % GFP-positive cells imaging, 3 d; cells co-treated with 5-aza-dC sensitizer; scaled so ellipticine positive control = 100%; activation, % at 7.58 µM; 360,000 compounds, 0.055% hits;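 active means mean normalized replicate activation at least 10% and every replicate at or above 10%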;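 further: 0% = median of on-plate neutral control wells and 100% = ellipticine 6 µM median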
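assay system = SV40-immortalized XiGFP fibroblast cells, line 68-5-11 | buffer or medium = DMEM plus 5-aza-dC sensitizer | doses = single-point pinned compound dosing | times = 3-day compound exposure, then 15 min fixation at room temperature | benchmarks = positive control ellipticine, 6 µM final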
ARNT TACC3 PPI = disruptors of human ARNT/TACC3 interaction; inhibition, % at 9.99 µM; Q9Y6A5; AID 623870; 390,000 compounds, 0.66% hits; AlphaScreen His-ARNT PAS-B/GST-TACC3 binding, luminescence; TACC3 fragment carries E629A point mutation;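 active means mean inhibition of replicates at least 50% and at least half of replicates each reaching 50%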;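 further: 0% = complete ARNT plus TACC3 wells and 100% = ARNT alone without TACC3; many hits fall short of the cut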
GSIS activator = GLuc luminescence reporter in INS-1E cells, primary screen for activators of glucose-dependent secretion of insulin; INS-1E GLuc reporter insulin secretion, 2-3 h; activation, % at 16.6 µM; 370,000 compounds, 0.61% hits;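 active means lowest replicate activation of at least 40%, so every replicate reaches that level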;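 further: 0% = median of neutral control wells and 100% = median of IBMX positive control wells; some compounds called inactive have numbers as strong as hits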
F508del corr = CFTR F508del correction in bronchial cells | activity (quench increase), % at 7.58 µM | AID 720511 | CFBE cells, YFP halide quenching; stimulated with forskolin plus potentiator P3; % fluorescence drop versus neutral controls | 350,000 compounds, 0.36% hits;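 active means mean added fluorescence quench of at least 8% versus neutral control, with both replicates also reaching 8%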;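 further: cells transiently co-express mutant CFTR-F508del with the halide-sensitive YFP; corrector assay measuring rescue of mutant channel to the surface after 24 h compound exposure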
An asterisk follows results filed as active; x = no result given.

The first two records (preview)
SMILES	ERp5 block	DENV2 CPE rescue	EWS-Fli block	PAX8 reporter	XiGFP reactiv	ARNT TACC3 PPI	GSIS activator	F508del corr
CCN(CC)CCN(C)C(c1cc2ccccc2o1)c1nnnn1C(C)(C)C (stereo not drawn)	7.6	1.4	-4.1	1.6	0.3	x	-7.6	7.0
CC(c1ccccc1)C(CC(=O)O)C(=O)NC1CCCCC1 (stereo not drawn)	-3.7	-7.6	-5.2	2.6	0.1	x	-19.1	3.0

This part in full (from the top)
SMILES	ERp5 block	DENV2 CPE rescue	EWS-Fli block	PAX8 reporter	XiGFP reactiv	ARNT TACC3 PPI	GSIS activator	F508del corr
CCN(CC)CCN(C)C(c1cc2ccccc2o1)c1nnnn1C(C)(C)C (stereo not drawn)	7.6	1.4	-4.1	1.6	0.3	x	-7.6	7.0
CC(c1ccccc1)C(CC(=O)O)C(=O)NC1CCCCC1 (stereo not drawn)	-3.7	-7.6	-5.2	2.6	0.1	x	-19.1	3.0
CC(=O)c1cccc(NC2c3ccccc3C(=O)N2Cc2ccco2)c1 (stereo not drawn)	1.6	-5.2	6.8	6.7	-0.1	-3.4	8.1	2.7
C[C@@H]1CN([C@H](C)CO)C(=O)c2cc(NS(=O)(=O)c3cccs3)ccc2O[C@H]1CN(C)S(=O)(=O)c1cccs1	x	x	-1.6	-30.3	0.3	x	-0.5	1.3
N#C/C(=C\c1ccc(O)c(Br)c1)C(=O)NCc1ccccc1	-10.1	8.1	-1.2	-13.5	0.0	7.5	-2.7	2.4
CC(C)(C)c1cc(C2COC(=O)COCCOCC(=O)OCCOCCO2)cc(C(C)(C)C)c1O (stereo not drawn)	-8.0	-2.5	7.7	6.2	-0.1	-3.9	-24.1	-0.1
Cc1cc(SCC(=O)Nc2cccnc2Cl)nc2ccccc12	3.2	-6.8	3.8	-6.2	0.0	9.0	10.6	-1.2
Cc1cccc(NS(=O)(=O)c2ccc3nc(-c4ccccc4)[nH]c3c2)c1C	-7.6	-4.1	5.2	15.9	0.4	2.8	x	x
Cc1ccc(S(=O)(=O)N2CCN(CC(O)COc3ccccc3)CC2)cc1 (stereo not drawn)	0.4	1.2	1.2	-2.7	0.2	2.9	-0.2	1.3
CC1(C(=O)NS(=O)(=O)Cc2ccccc2C(F)(F)F)CCN1C(=O)Cc1ccsc1 (stereo not drawn)	0.4	-6.5	1.6	-10.1	0.0	x	7.9	0.5
C[C@H]1CN([C@@H](C)CO)S(=O)(=O)c2ccc(C3=CCCC3)cc2O[C@H]1CN(C)C	-4.2	4.5	-2.3	x	-1.1	7.0	10.5	-1.3
C[C@@H]1CCCCO[C@H](CN(C)C(=O)NC2CCCCC2)[C@@H](C)CN([C@H](C)CO)C(=O)c2cc(NC(=O)Nc3ccc(C(F)(F)F)cc3)ccc2O1	2.8	-2.6	4.1	-1.7	0.1	-5.7	6.4	2.3
O=C(c1ccccc1)N1CC2(C1)[C@H](c1ccccc1)[C@@H](CO)N2CC1CC1	-0.9	15.5	-5.1	-13.0	0.1	x	10.8	-1.6
O=C(CCN1C(=O)S/C(=C\c2cccs2)C1=O)NC1=NCCS1	x	x	x	-6.2	0.1	-1.7	16.7	x
Cc1ccc(NC(=O)CSc2nn(-c3ccc(Cl)cc3)c(=S)s2)cc1S(=O)(=O)N(C)C	-0.9	x	-0.5	-10.1	-0.1	-2.2	-13.4	x

An excerpt from above in order of count of non-hydrogen atoms, low to high.
SMILES	ERp5 block	DENV2 CPE rescue	EWS-Fli block	PAX8 reporter	XiGFP reactiv	ARNT TACC3 PPI	GSIS activator	F508del corr
N#C/C(=C\c1ccc(O)c(Br)c1)C(=O)NCc1ccccc1	-10.1	8.1	-1.2	-13.5	0.0	7.5	-2.7	2.4
O=C(CCN1C(=O)S/C(=C\c2cccs2)C1=O)NC1=NCCS1	x	x	x	-6.2	0.1	-1.7	16.7	x
CC(=O)c1cccc(NC2c3ccccc3C(=O)N2Cc2ccco2)c1 (stereo not drawn)	1.6	-5.2	6.8	6.7	-0.1	-3.4	8.1	2.7
Cc1ccc(S(=O)(=O)N2CCN(CC(O)COc3ccccc3)CC2)cc1 (stereo not drawn)	0.4	1.2	1.2	-2.7	0.2	2.9	-0.2	1.3
CCN(CC)CCN(C)C(c1cc2ccccc2o1)c1nnnn1C(C)(C)C (stereo not drawn)	7.6	1.4	-4.1	1.6	0.3	x	-7.6	7.0
CC1(C(=O)NS(=O)(=O)Cc2ccccc2C(F)(F)F)CCN1C(=O)Cc1ccsc1 (stereo not drawn)	0.4	-6.5	1.6	-10.1	0.0	x	7.9	0.5
Cc1ccc(NC(=O)CSc2nn(-c3ccc(Cl)cc3)c(=S)s2)cc1S(=O)(=O)N(C)C	-0.9	x	-0.5	-10.1	-0.1	-2.2	-13.4	x
C[C@@H]1CN([C@H](C)CO)C(=O)c2cc(NS(=O)(=O)c3cccs3)ccc2O[C@H]1CN(C)S(=O)(=O)c1cccs1	x	x	-1.6	-30.3	0.3	x	-0.5	1.3

(continued)
SMILES	ERp5 block	DENV2 CPE rescue	EWS-Fli block	PAX8 reporter	XiGFP reactiv	ARNT TACC3 PPI	GSIS activator	F508del corr
COc1cc2c(cc1NC(=O)C(C)Sc1cccc[n+]1[O-])oc1ccccc12 (stereo not drawn)	-3.8	-0.4	-26.2	-90.2	0.1	7.4	37.2	x
O=C(CSc1nnc(-c2ccccc2)n1-c1ccc(Cl)cc1)NC1CCS(=O)(=O)C1 (stereo not drawn)	3.0	7.2	-19.1	-12.7	-0.3	-3.6	-4.8	x
C[C@H](O)C#Cc1cnc2c(c1)C(=O)N([C@@H](C)CO)C[C@H](C)[C@H](CN(C)C(=O)CN1CCOCC1)O2	4.2	-5.0	-6.7	-4.9	0.3	x	21.4	-4.0
C[C@@H](NC(=O)C[C@@H]1CC[C@@H]2[C@H](COC[C@@H](O)CN2Cc2cc(F)ccc2F)O1)c1ccccc1	0.3	-7.1	-0.2	-0.6	0.1	-7.2	-6.6	-0.2
CCOC(=O)C1CCN(C(=O)COc2ccc([N+](=O)[O-])cc2)CC1	1.1	-7.1	2.2	4.6	0.0	-6.4	-0.3	1.0
CCc1nnc(NC(=O)CSc2nnc(CNc3ccc(F)cc3)n2C2CCCCC2)s1	-2.4	2.2	2.5	x	x	4.6	11.3	1.1
COC(=O)C/C(N)=C(\C#N)C(=O)OC	-0.9	9.8	1.8	5.0	0.0	0.2	-0.3	2.2
CCC(C)n1c(OC)nc2c1c(=O)n(C)c(=O)n2C (stereo not drawn)	1.0	3.2	-0.4	6.7	0.1	-3.4	19.6	0.5
CCCn1ncc(CN2CCN(Cc3ccsc3)C(CCO)C2)c1C (stereo not drawn)	-7.3	-8.6	-1.5	-1.0	0.3	-15.0	7.2	1.7
O=C(NC1CCC1)[C@H]1[C@H](CO)[C@H]2Cn3c(cccc3=O)[C@@H]1N2CC1CCCCC1	-0.6	-3.5	-2.7	x	0.0	-2.9	5.3	x
Nc1cc(=O)[nH]c(SCC(=O)Nc2ccc([N+](=O)[O-])cc2)n1	-1.4	13.0	17.5	-1.2	0.0	-4.2	2.5	-1.1
Cc1nc(N2CCN(S(=O)(=O)c3ccc(F)cc3)CC2)c2c(-c3cccs3)csc2n1	-3.7	6.6	11.6	30.9	0.0	1.7	1.2	-0.9
O=C(NCc1ccco1)C(=O)c1cn(CC(=O)N2CCCC2)c2ccccc12	2.9	-4.9	-4.7	17.2	0.2	-0.5	-6.1	-3.0
OCCN1CCN(c2ncnc3c2ncn3[C@H]2CN(Cc3cccc(C(F)(F)F)c3)C[C@@H](CO)O2)CC1	5.6	-6.5	-8.8	15.6	0.5	x	-9.2	-1.0
O=S(=O)(Nc1ccccc1N1CCCC1)c1ccccc1C(F)(F)F	-4.0	-5.3	4.2	-18.8	0.0	x	x	-1.5
Cc1ccc(S(=O)(=O)Nc2ccc3c(c2)C(=O)N([C@@H](C)CO)C[C@@H](C)[C@H](CN(C)Cc2ccc(C(F)(F)F)cc2)OCCCC[C@@H](C)O3)cc1	4.0	-22.9	45.3	107.6*	0.6	3.6	-11.1	4.3
O=c1cc(-c2ccc(O)cc2)oc2ccc(O)cc12	1.1	4.5	-64.1	-193.6	0.1	4.5	1.3	3.7
CCCCNC(=O)C1(C)CCCCN1C(=O)c1c(C)noc1C (stereo not drawn)	0.6	-4.3	-5.1	-9.7	0.5	x	x	-0.7
CCCNC(=O)N1[C@H](CO)[C@@H](c2ccccc2)C12CN(CCC(F)(F)F)C2	3.4	2.4	-1.8	-5.3	0.1	x	15.4	2.0
N#Cc1cc([N+](=O)[O-])ccc1NC(=O)CSc1n[nH]c(=O)[nH]c1=O	3.5	-9.2	9.2	20.9	-0.1	-0.9	-0.3	1.0
C[C@@H](NC(=O)C[C@@H]1CC[C@H](NC(=O)CN2CCOCC2)[C@H](CO)O1)c1ccccc1	-2.9	2.7	-6.6	-3.9	-0.8	2.8	-1.4	-0.3
c1ccc(C2CCCN(Cc3nc(CC4CC4)no3)CC2)cc1 (stereo not drawn)	4.4	7.3	-29.2	-22.7	0.0	-6.9	-2.1	x
Oc1ccc(C[C@H]2CNC(=S)N2CC2CCCN2C[C@H](Cc2ccc(O)cc2)N2C[C@H](Cc3ccccc3)N(CC3CCCCC3)C2=S)cc1 (stereo partly drawn)	1.6	10.4	11.3	86.9*	-0.1	0.4	-3.8	0.7
COCC(=O)N(C)C[C@H]1Oc2ncc(C3=CCCC3)cc2C(=O)N([C@H](C)CO)C[C@H]1C	1.6	1.8	-16.4	-20.5	0.5	-2.4	12.1	1.1
CCc1nn(CCCC(=O)NC(C)c2ccccc2)c(=O)c2cc3occc3n12 (stereo not drawn)	-1.4	-6.9	x	5.3	0.0	-6.9	23.5	1.0
CC(=O)Nc1ccc(Oc2ccc([N+](=O)[O-])cc2Cl)cc1	0.1	-2.7	-6.4	-11.7	0.0	3.0	-14.1	6.2
Cc1ccc(S(=O)(=O)Nc2ccc3c(c2)C(=O)N([C@H](C)CO)C[C@H](C)[C@H](CN(C)C(=O)c2ccncc2)OCCCC[C@@H](C)O3)cc1	x	7.7	-14.5	-11.1	0.1	-9.0	36.3	1.6
O=[N+]([O-])c1cc(Br)cc(/C=N/n2cnnc2)c1O	-4.0	16.5	-44.0	-9.4	0.0	-2.3	0.8	-1.6
CC1(c2ccc(Cl)cc2)NC(=O)N(CC(=O)N2CCc3ccccc3C2)C1=O (stereo not drawn)	8.1	16.5	-3.6	8.0	-0.1	0.6	-44.6	-2.9
Cc1cc(C)c2oc(C(=O)N(Cc3ccc(F)cc3)C3CCS(=O)(=O)C3)cc(=O)c2c1 (stereo not drawn)	-3.9	-4.8	6.2	5.6	0.1	3.1	62.8*	2.4
C[C@@H]1CN([C@H](C)CO)S(=O)(=O)c2ccc(C#C[C@@H](C)O)cc2O[C@@H]1CN(C)C(=O)C1CC1	0.1	-5.9	2.8	x	-1.1	-4.7	9.4	-0.7
O=C(Nc1ccccc1F)N[C@@H]1CC[C@@H](CCNC(=O)C2CCCCC2)O[C@H]1CO	-0.7	6.7	1.3	3.4	0.0	6.7	16.8	0.8
CC(C)Oc1cccc(C(=O)C2CCCN(C(=O)CCc3cnn(C)c3)C2)c1 (stereo not drawn)	-13.5	-4.9	x	-80.2	-0.1	x	54.7*	0.0
O=C(CCc1ccccc1)NCC1OCCc2ccccc21 (stereo not drawn)	-1.9	x	-10.7	-4.2	0.0	-5.2	3.3	-0.9
Cc1ccc(S(=O)(=O)N(C)[C@H]2C[C@H]3c4[nH]c5ccccc5c4CCN3C[C@H]2[C@H](C)O)cc1	6.0	8.1	-1.4	20.7	x	x	5.1	-4.0

Screens (PubChem BioAssay)
